Mtb BioA inh = M. tuberculosis BioA enzyme inhibitors, primary screen, biochemical, plate reader, single point, HTS | 360,000 tested, 0.096% active | inhibition, % at 9.99 µM | purified M. tuberculosis BioA enzyme; in the data active = inhibition above about 40%; inconclusive = no clear call, values can overlap the other calls
FadD28 FP inh = inhibitors of FadD28 bisubstrate probe binding, primary screen, biochemical, fluorescence polarization, single point; AID 588549, 2011; inhibition, % at 12.5 µM; 360,000 tested, 0.22% active; Mycobacterium tuberculosis FadD28 fatty-acid-AMP ligase; in the data active = inhibition above about 8.5%, passing the limit was not always enough; inconclusive = no clear call, values can overlap the other calls
GDH-TPI counter = GDH-TPI coupling enzyme inhibitors, primary screen, artefact control for M. tuberculosis FBA inhibitor project, biochemical, absorbance, full deck; GDH-TPI coupled enzyme counterscreen, NADH absorbance; inhibition, % at 4.8 µM; 360,000 tested, 1.2% active; AID 588335, 2011;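 also: 0% = DMSO wells and 100% = wells lacking the enzyme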
CCHF vOTU inh = CCHFV vOTU protease inhibitors, primary screen, biochemical, Pep-AMC substrate, fluorescence; Crimean-Congo hemorrhagic fever virus L polyprotein viral ovarian tumor (vOTU) protease …; inhibition, % at 11.5 µM; 370,000 tested, 0.55% active; also: 0% = vehicle wells with enzyme and 100% = no enzyme wells
VHR inh abs = VHR1 phosphatase inhibitors, primary screen, biochemical, absorbance, uHTS; Dual specificity protein phosphatase 3 (Homo sapiens), P51452; recombinant VHR phosphatase, pNPP absorbance; inhibition, % at 13.3 µM; 290,000 tested, 0.52% active; AID 1654, 2009; in the data active = inhibition above about 50%; also: some compounds called inactive have numbers as strong as hits
Target sequence (P51452 whole entry, looked up): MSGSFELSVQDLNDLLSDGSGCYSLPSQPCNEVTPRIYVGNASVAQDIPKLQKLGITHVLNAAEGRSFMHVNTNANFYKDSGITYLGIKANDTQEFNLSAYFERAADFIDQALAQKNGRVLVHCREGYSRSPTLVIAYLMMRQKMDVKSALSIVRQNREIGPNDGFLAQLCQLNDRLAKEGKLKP
FBA Mtb inh = Mtb FBA enzyme inhibitors, primary screen, biochemical, fluorescence, strain H37Rv. inhibition, % at 1 µM. 360,000 tested, 2.3% active. purified M. tuberculosis FBA, fluorescence read-out; in the data active = inhibition above about 27%;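 also: 0% = vehicle and 100% = reference inhibitor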
Target sequence (P9WQA3 whole entry, looked up): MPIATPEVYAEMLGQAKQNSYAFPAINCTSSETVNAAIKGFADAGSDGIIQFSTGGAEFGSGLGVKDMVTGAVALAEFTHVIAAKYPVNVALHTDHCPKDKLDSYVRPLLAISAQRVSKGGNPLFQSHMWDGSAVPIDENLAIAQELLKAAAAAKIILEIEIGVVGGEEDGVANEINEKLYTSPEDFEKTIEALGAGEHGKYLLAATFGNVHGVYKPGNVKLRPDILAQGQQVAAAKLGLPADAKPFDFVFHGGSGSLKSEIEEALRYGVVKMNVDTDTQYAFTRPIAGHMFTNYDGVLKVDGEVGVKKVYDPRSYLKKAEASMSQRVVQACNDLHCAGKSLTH
Rv3671c inh = Rv3671c serine protease inhibitors, primary screen, biochemical, fluorescence polarization, M. tuberculosis H37Rv. inhibition, % at 5.96 µM. 320,000 tested, 0.048% active. AID 2606, 2010; in the data active = inhibition above about 38%;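 also: extracellular domain of Rv3671c used as enzyme; 0% = enzyme with DMSO and 100% = no enzyme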
MazEF act = activators of E. coli MazEF toxin-antitoxin RNase, primary screen, biochemical, fluorescence, uHTS | Endoribonuclease toxin MazF (Escherichia coli (strain K12)), P0AE70 | FAM/BHQ RNA-DNA oligo cleavage fluorescence, 5 h | activation, % at 20 µM | 350,000 tested, 0.32% active | AID 504720, 2011; in the data active = activation above about 50%
Target sequence (P0AE70 whole entry, looked up): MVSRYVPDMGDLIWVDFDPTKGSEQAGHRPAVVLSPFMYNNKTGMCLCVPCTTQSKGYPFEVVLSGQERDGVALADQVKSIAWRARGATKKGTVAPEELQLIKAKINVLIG
UGM FP inh = M. tuberculosis UGM enzyme inhibitors, primary screen, biochemical, fluorescence polarization, single point; UDP-galactopyranose mutase (Mycobacterium tuberculosis (strain ATCC 25618 / H37Rv)), …; 320,000 tested, 0.06% active; purified UGM, fluorescence polarization probe displacement; inhibition, % at 10 µM; AID 504406, 2011; in the data active = inhibition above about 10%, passing the limit was not always enough; inconclusive = no clear call, values can overlap the other calls
Target sequence (P9WIQ1 whole entry, looked up): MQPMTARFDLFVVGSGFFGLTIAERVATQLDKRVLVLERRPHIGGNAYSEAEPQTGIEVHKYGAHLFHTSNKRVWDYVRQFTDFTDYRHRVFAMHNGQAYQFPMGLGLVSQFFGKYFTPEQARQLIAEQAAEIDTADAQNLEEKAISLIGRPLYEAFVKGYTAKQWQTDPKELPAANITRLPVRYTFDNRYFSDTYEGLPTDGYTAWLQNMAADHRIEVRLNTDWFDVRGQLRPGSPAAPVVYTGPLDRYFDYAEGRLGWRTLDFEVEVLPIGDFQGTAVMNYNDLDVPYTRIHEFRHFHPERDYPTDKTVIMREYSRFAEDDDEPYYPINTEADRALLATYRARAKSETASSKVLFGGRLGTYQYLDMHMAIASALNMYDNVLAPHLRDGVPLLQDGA
BoNT-F LC inh = BoNT/F light chain protease inhibitors, primary screen, biochemical, flow cytometry, MLPCN library; Botulinum neurotoxin type F light chain protease (Clostridium botulinum); Multiplex microsphere protease cleavage assay; inhibition, % at 10 µM; 360,000 tested, 0.22% active; AID 588497, 2011; in the data active = inhibition above about 35%, passing the limit was not always enough; inconclusive = no clear call, values can overlap the other calls; also: plate controls were buffer without enzyme for full effect and enzyme alone for no effect
An asterisk follows results filed as active; u = inconclusive; x = not tested or not shown; + = active, no number; & = joins results of further samples. Rule as the data show it, unless noted: active = inhibition above about 30%; inactive = the rest.

canonical_smiles	Mtb BioA inh	FadD28 FP inh	GDH-TPI counter	CCHF vOTU inh	VHR inh abs	FBA Mtb inh	Rv3671c inh	MazEF act	UGM FP inh	BoNT-F LC inh
COc1cccc(CNC(=O)C2CCN(S(=O)(=O)c3ccc(C)cc3)CC2)c1	-0.3	x	2	-5	30	0	12	0	-0.2	3
Cc1cccc(N(C(=O)c2ccc(CN3CCOCC3)o2)C(C(=O)NC2CCCCC2)c2ccc(F)cc2)c1 (centres undefined)	-1.3	-2.6	5	-2	27	2	2	0	3.3	-5
O=C(CNS(=O)(=O)c1cccc(Br)c1)NCC1CCCCC1	0.2	0.1	1	0	63	-1	-9	3	2.7	-14
CCOC(=O)C(C)n1cnc2c(nnn2-c2cccc(Cl)c2)c1=O (centres undefined)	-1.1	-1.9	8	7	17	3	-2	-16	1.1	-14
Nc1ccc2nc(CCCO)[nH]c2c1	-0.1	-0.6	10	3	-11	5	-9	-2	2.0	-36
CC(C=NNC(=O)C(=O)NN=CC(C)=Cc1ccccc1)=Cc1ccccc1	-0.7	-0.2	20	x	x	0	x	-7	x	-1
CC(C)(C)c1ccc(S(=O)(=O)NCc2ccccn2)cc1	0.1	-2.6	0	-10	5	0	0	-28	1.8	9
COc1ccc(C)cc1NC(=O)C(Sc1nnc(-c2cccs2)o1)c1ccccc1 (centres undefined)	7.4	-6.8	-3	3	10	-3	-9	0	1.1	-6
CN(c1c[nH]c(=O)[nH]c1=O)C1CCCCC1	x	2.0	5	-6	6	1	-3	-2	0.1	4
Cc1cc(-c2nnc(CCC(=O)N(CC3CC3)CC3CCCO3)o2)no1 (centres undefined)	x	-0.7	2	1	31	4	9	12	0.0	0
Nc1nonc1-c1nc2ccccc2n1CC(=O)N/N=C/c1ccc(-c2cccc(C(=O)O)c2)o1	x	-3.4	25	9	60	-1	x	-7	x	-8
COc1ccc2cc(-c3ccon3)ccc2c1	3.5	-1.9	6	-17	-7	34*	8	2	-2.2	-1

Grouped by structure: the compounds so far containing an NH in an aromatic ring.
canonical_smiles	Mtb BioA inh	FadD28 FP inh	GDH-TPI counter	CCHF vOTU inh	VHR inh abs	FBA Mtb inh	Rv3671c inh	MazEF act	UGM FP inh	BoNT-F LC inh
Nc1ccc2nc(CCCO)[nH]c2c1	-0.1	-0.6	10	3	-11	5	-9	-2	2.0	-36
CN(c1c[nH]c(=O)[nH]c1=O)C1CCCCC1	x	2.0	5	-6	6	1	-3	-2	0.1	4

(more compounds)
canonical_smiles	Mtb BioA inh	FadD28 FP inh	GDH-TPI counter	CCHF vOTU inh	VHR inh abs	FBA Mtb inh	Rv3671c inh	MazEF act	UGM FP inh	BoNT-F LC inh
O=C(Nc1cccc2c1CCCC2)C1CCN(c2nnnn2-c2ccccc2)CC1	0.7	-4.0	-7	9	17	3	5	-2	1.0	13
CC(=O)N1C[C@H]2CON(C)[C@H]2C[C@H]1c1cccc(-c2ccc(C#N)cc2)c1	0.5	-0.4	6	8	x	3	x	3	x	-6
N#Cc1nc(-c2cccc3ccccc23)oc1NCC1CCCO1 (centres undefined)	-0.5	-0.9	9	-268	5	+	9	1	-1.0	u
CC1=Nn2c(nnc2-c2ccccc2)SC1	-1.2	-3.4	-1	11	12	-1	-1	-3	3.1	6
CCCCC(=O)Nc1ccccc1C(=O)OCC(=O)c1ccc2c(c1)OCCO2	x	-1.7	-3	13	-5	0	-3	-7	0.1	-3
Cn1cc(CNCc2ccc(OC(F)(F)F)cc2)c(-c2ccc3c(c2)OCCO3)n1	1.2	-7.2	8	-5	5	0	-12	6	4.9	-13
CC(C)(C)OC(=O)NC1CNNC1=O (centres undefined)	0.1	-0.3	-5	-11	x	-2	5	4	-0.4	2
CC12CCC(c3c(C(=O)N4CCOCC4)nn(-c4ccccc4)c31)C2(C)C (centres undefined)	x	-2.7	-3	-7	-37	-1	-3	7	-3.0	-2
CCOC(=O)CNc1c(-c2ccc(O)cc2)nc2ccc(Cl)cn12	2.0	0.1	16	10	-6	5	6	4	2.6	0
CC(C)NC(=O)c1ccccc1NC(=O)c1ccccc1N(C)S(C)(=O)=O	-0.7	-0.4	-1	1	29	1	-2	2	-0.8	-36
COc1ccc(/C=N/NC(=O)c2ccccc2NC(=O)c2ccco2)c(OC)c1	x	-5.2	19	-11	23	-1	-8	-7	-1.0	-3
O=C1NC(CCc2ccccc2)C(=O)N1Cc1cccc2ccccc12 (centres undefined)	x	-1.4	12	4	19	-2	-17	5	-1.4	-11
CC(CC(=O)N1CCN(c2ccccc2)CC1)S(=O)(=O)c1ccc2c(c1)NC(=O)CO2 (centres undefined)	-0.1	-2.4	1	7	-2	0	0	-11	3.5	-1
Cc1cc(=O)[nH]c(Nc2ccc(Cl)cc2)n1	-0.2	-2.5	3	7	-4	-1	-2	10	-0.9	-4
Cc1c(C(=O)Nc2cccc(-c3nnc4n3CCCCC4)c2)oc2ccccc12	4.7	-5.1	13	16	-35	-1	-6	2	-0.1	-2
Cc1cc(C)c(C)c(C(=O)c2ccccc2C(=O)O)c1C	x	-3.2	-1	-1	27	-2	7	4	-1.5	0
Cc1ccccc1S(=O)(=O)N(C)C[C@@H]1OCc2cnnn2CCCC(=O)N([C@@H](C)CO)C[C@@H]1C	-0.9&-0.6	-2.2	-3	-5	x	-4	x	-1	x	-5
O=C(Nc1ccc2oc(=O)ccc2c1)c1ccc(-c2cccc([N+](=O)[O-])c2)o1	-1.0	-0.3	25	10	58*	4	2	-33	1.0	3
CCOC(=O)C(=CNc1cccc(C)n1)C(=O)OCC	-1.3	-4.1	5	5	14	-2	5	11	0.9	5
CCOC1=C2CN(S(=O)(=O)c3ccc(C)cc3)[C@H](c3ccccc3)C[C@@H]2N(S(=O)(=O)c2ccc(C)cc2)[C@H](c2cccs2)C1	-6.3	-7.8	x	6	x	0	x	x	x	-1
CC1(C)Cc2cccc(OCC(=O)OCc3nnc(-c4ccc([N+](=O)[O-])cc4)o3)c2O1	-0.3	-0.1	-4	4	x	0	6	10	-1.4	1
CN(C)Cc1ccccc1CCc1ccccc1	-0.8	-0.4	-10	-6	x	3	3	3	1.7	x
COc1ccc(NC(=O)CSc2n[nH]c(-c3ccco3)n2)cc1	-1.2	u	-6	4	9	5	-4	-6	3.4	-2
C=CCOc1ccc(CNCc2cccnc2)cc1	-0.7	-2.8	5	10	1	0	-3	0	1.4	-3
COc1cccc(C(=O)NCC(=O)N/N=C(C)\C=C\c2ccccc2)c1	x	-0.7	11	-5	13	1	-12	9	2.9	8
CN(C)S(=O)(=O)c1ccc(C(=O)NCC2CC2(Cl)Cl)cc1 (centres undefined)	x	-0.1	6	4	38	2	-6	-1	1.7	-22
CCc1ccccc1NC(=O)c1cnn(-c2ccccc2)c1C	-0.3	-0.5	3	-7	1	2	2	-16	-1.3	1
NC(=O)COc1ccc(S(=O)(=O)N2CCCC2)cc1	0.5	-1.2	0	-10	x	0	x	3	x	8
CN(C)CCNC(=O)Nc1ccc(F)cc1F	-12	0.5	2	9	15	3	2	5	-1.9	-4
COc1ccc(CC(=O)NNc2ncnc3c2cnn3-c2ccc(C)cc2)cc1	-0.9	-2.1	-3	-12	26	1	-6	16	-0.5	-3
Cc1ccc(C)c(OCCC(=O)OCC(=O)NC2CCCC2)c1	0.3	-3.3	-2	8	x	0	1	0	-2.5	6
Cc1cc(/C=C2/NC(=O)NC2=O)c(C)n1-c1ccc(C#N)cc1	x	-0.3	9	-7	-12	3	-5	11	-0.6	-12
CC(=O)Nc1ccc(/C=C/c2nc3ccccc3[nH]c2=O)cc1	-3.4	-0.9	19	0	40	1	-7	5	-1.6	7
O=C(c1cccc(-c2nnc(-c3ccccc3)o2)c1)N1CCCCC1	x	-2.6	0	3	10	0	-6	-5	-1.2	-9
C[C@H](CO)N1C[C@H](C)[C@@H](CN(C)C)Oc2c(NS(=O)(=O)c3ccccc3)cccc2C1=O	-3.5&-1.8	0.1	0	-11	x	-1	1	7	2.9	-2
CCOc1ccc(S(=O)(=O)Nc2cccc(C(=O)NCCCn3ccnc3)c2)cc1	-0.3	-1.0	10	2	x	5	2	-5	-0.9	1
CSc1cccc(NC(=O)COC(=O)C2CCN(S(=O)(=O)c3ccccc3)CC2)c1	-1.6	-0.9	-1	6	x	-2	-2	-1	3.5	-3
Cc1cccc(Cn2cc(SCC(=O)Nc3nccs3)c3ccccc32)c1	-2.5	-0.1	17	-7	24	0	-2	4	1.5	-8
C=C(CCO)C1=CCN(S(=O)C(C)(C)C)[C@@H]1CCO (some centres undefined)	-0.9	-1.6	12	10	x	7	x	-6	x	-6
CCOc1nc(C)ccc1-c1noc(CC)n1	-2.2	-1.7	7	-1	3	2	3	2	0.0	1
CC(C)OC(=O)CC(=O)CSc1nc(-c2ccc(F)cc2)cc(-c2ccccc2)c1C#N	x	-1.6	12	11	21	-2	0	-11	-0.5	0
COc1ccccc1CC(=O)N1CCN(c2cccc(C(F)(F)F)c2)CC1	1.6	0.1	4	22	29	3	-1	8	1.0	0
CC1(C(=O)NCc2cccc(C(F)(F)F)c2)CCN1Cc1cc2ccccc2o1 (centres undefined)	0.1	-7.4	1	25	x	-4	x	x	x	0
CN1CCc2c(sc(NC(=O)c3ccc(S(=O)(=O)N4CCCCCC4)cc3)c2C(N)=O)C1	-3.0	-1.3	7	x	29	-19	-2	28	-0.3	x
Cn1c(=O)c2c(ncn2CC(=O)OCC(=O)NC2CCCc3ccccc32)n(C)c1=O (centres undefined)	-0.7	0.4	7	-6	-2	0	-1	2	-0.3	-3
COc1ccc(NC(=O)COC(=O)c2cc(Cl)ccc2O)cc1S(=O)(=O)N1CCCCC1	-0.2	2.4	0	-12	x	3	-11	-4	1.9	1
O=c1c2[nH]cnc2n(-c2cccc(Br)c2)c(=O)n1Cc1ccccc1	2.4	x	16	-9	24	-3	-4	4	-0.7	10
COc1cc(CNC(=O)c2ccc3c(c2)S(=O)(=O)c2ccccc2C3=O)cc(OC)c1	-2.5	3.6	5	13	x	-2	-7	-1	1.5	2
O=C(c1ccc2c3c(cccc13)CC2)N1CCN(c2ncccn2)CC1	2.9	1.2	0	7	x	5	2	-6	-0.9	-6
COC(=O)c1cccc(NC(=O)c2cccc(N3C(=O)CCC3=O)c2)c1	-0.2	-0.7	7	-7	x	-1	2	6	-1.2	-4
CCOc1ccccc1-c1nc(C(N)=O)c2[nH]c(=O)n(-c3cccc(C)c3)c2n1	0.5	0.0	21	16	13	22	-6	8	-1.9	0
COc1cc(NS(=O)(=O)c2ccc(C)cc2)c2ncccc2c1	x	-7.4	0	-4	18	13	-8	1	0.1	-8
Cc1ccc2nc(SC(C)C(=O)NC3CCCC3)[nH]c2c1 (centres undefined)	1.7	-2.1	6	13	x	2	-2	5	-0.3	-10
O=C(CSc1nncn1-c1cccnc1)Nc1ccccc1C(F)(F)F	1.3	-1.7	0	11	7	-4	-6	40	0.9	-25

Screening results deposited in PubChem by several laboratories.
